NCOA2 inhibitor = inhibits human steroid receptor coactivator 2; AID 651957; inhibition, % at 9 µM; HEK293 GAL4-SRC2 luciferase reporter, luminescence; 0.17% of 370,000 active; Q15596;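 active = inhibition above the mean inhibition of all tested compounds plus 3 SD, set per campaign, cut at about 52% in these data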;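 note: 0% = DMSO treated cells and 100% = cells given Gossypol at 36 µM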
LRH-1 inv ag = inverse agonists of human LRH-1 (NR5A2); O00482; HEK293T StAR-luciferase reporter, LRH-1 transfected, 24 h; inhibition, % at 3.6 µM; 0.13% of 360,000 active; AID 602396;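 active = inhibition above the mean inhibition of all tested compounds plus 3 SD, cut at about 73% in these data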;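 note: 0% = DMSO wells and 100% = reporter-only cells lacking LRH-1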
COUP-TFII inh = inhibitors of human COUP-TFII (NR2F2); P24468; HEK293T NGFI-A luciferase reporter, luminescence; inhibition, % at 8.6 µM; 0.7% of 370,000 active;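 active = inhibition above a per-plate cutoff, mean inhibition of test wells between control levels plus 3 SD, cut at about 38% in these data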;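 note: cells cotransfected with COUP-TFII expression vector driving the NGFI-A reporter; 0% = median of COUP-TF2 test wells and 100% = reporter-only cells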
Exocytosis inh = lytic granule exocytosis inhibition. 0.66% of 360,000 active. inhibition, % at 10 µM. AID 651702. TALL-104 LAMP-1 surface exposure, flow cytometry; cells stimulated with thapsigargin and PMA;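 active = inhibition above about 55%, limit read from the data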
NOD2-RIPK2 inh = inhibitors of human NOD2-RIPK2 interaction | 0.38% of 360,000 active | inhibition, % at 4.98 µM | CHO BLA complementation NOD2-RIPK2, CCF4 ratio; in the data active = inhibition above about 21%;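 note: 0% = vehicle only and 100% = reference blocker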
SRC1 inh = human NCOA1 inhibition; Q15788; HEK293 GAL4-SRC1 luciferase reporter, luminescence; inhibition, % at 3.6 µM; 0.12% of 360,000 active; AID 588354;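 active = inhibition above the campaign mean plus 3 SD, with each screening campaign given its own cutoff, cut at about 60% in these data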;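 note: 0% = DMSO treated cells and 100% = gossypol at 36 µM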
TROY NFkB inh = inhibitors of TROY-dependent NF-kB signaling | Q293 LMP1-TROYcd NF-kB luciferase reporter, 4 h | inhibition, % at 10 µM | 0.98% of 360,000 active;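 active = compounds whose plate-normalised and pattern-corrected inhibition of the luciferase reporter signal at the single screening dose is 50% or more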
ABHD5-PLIN5 inh = blocks binding of human ABHD5 to perilipin-5. Q00G26+Q8WTS1. Split G. princeps luciferase complementation, luminescence, 4 h. inhibition, % at 4 µM. 0.78% of 360,000 active. AID 602281;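 active = inhibition above the mean inhibition across every tested compound plus 3 SD, cut at about 22% in these data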;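 note: 0% = DMSO only wells and the 100% control is not disclosed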
Target sequence (Q00G26 whole entry, looked up): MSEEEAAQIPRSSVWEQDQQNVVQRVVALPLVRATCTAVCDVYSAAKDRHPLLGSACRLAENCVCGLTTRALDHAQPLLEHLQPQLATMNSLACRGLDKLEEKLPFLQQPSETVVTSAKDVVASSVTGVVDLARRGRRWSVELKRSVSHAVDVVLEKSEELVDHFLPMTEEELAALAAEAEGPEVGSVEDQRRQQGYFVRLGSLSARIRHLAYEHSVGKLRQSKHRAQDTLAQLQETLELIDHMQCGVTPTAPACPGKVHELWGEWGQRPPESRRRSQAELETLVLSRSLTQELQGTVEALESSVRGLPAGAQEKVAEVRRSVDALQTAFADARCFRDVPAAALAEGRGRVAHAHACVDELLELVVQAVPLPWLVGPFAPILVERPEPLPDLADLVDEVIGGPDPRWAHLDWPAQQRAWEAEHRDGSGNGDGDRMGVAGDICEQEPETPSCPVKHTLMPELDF
Target sequence (Q8WTS1 whole entry, looked up): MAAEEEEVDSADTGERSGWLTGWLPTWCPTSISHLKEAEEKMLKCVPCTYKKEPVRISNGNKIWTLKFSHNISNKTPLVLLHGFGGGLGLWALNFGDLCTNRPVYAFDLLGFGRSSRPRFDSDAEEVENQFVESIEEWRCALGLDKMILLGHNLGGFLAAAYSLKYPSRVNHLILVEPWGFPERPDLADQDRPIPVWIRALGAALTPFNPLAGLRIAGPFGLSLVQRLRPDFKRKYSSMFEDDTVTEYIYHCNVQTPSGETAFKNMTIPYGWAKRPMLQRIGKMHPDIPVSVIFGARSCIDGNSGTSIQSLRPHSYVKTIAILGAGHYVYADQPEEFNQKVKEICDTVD
NCOA3 inh = inhibits human SRC3 coactivator; HEK293 GAL4-SRC3 luciferase reporter, luminescence; inhibition, % at 3.6 µM; 0.17% of 360,000 active;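 active = inhibition above a per-campaign cutoff, the mean of all compounds plus 3 SD, cut at about 60% in these data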;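 note: 0% = DMSO-treated cells and 100% = gossypol-treated cells at 36 µM; higher means less SRC3-driven luciferase light from the GAL4 reporter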
TWEAK-Fn14 inh = inhibitors of TWEAK-Fn14 interaction signaling; inhibition, % at 10 µM; TWEAK-stimulated Fn14 reporter cells, luciferase luminescence, 8 h; 2% of 360,000 active; AID 1159606; in the data active = inhibition above about 50%
TLR9-MyD88 inh = TLR9-MyD88 interaction inhibition; Q9NR96+Q99836; CHO BLA complementation TLR9-MyD88, CCF4 FRET ratio; inhibition, % at 4.98 µM; 0.21% of 340,000 active; AID 504734;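 active = inhibition above the mean over all tested compounds plus 3 SD, cut at about 21% in these data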;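 note: 0% = DMSO only wells and 100% = clavulanate BLA inhibitor control wells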
* hit, by the source's call; . = no result given. These rows are one share of the data; the hit share may differ from the screen's.

SMILES	NCOA2 inhibitor	LRH-1 inv ag	COUP-TFII inh	Exocytosis inh	NOD2-RIPK2 inh	SRC1 inh	TROY NFkB inh	ABHD5-PLIN5 inh	NCOA3 inh	TWEAK-Fn14 inh	TLR9-MyD88 inh
COc1ccc(S(=O)(=O)NCC2CCCN(C(=O)CNC(C)=O)C2)cc1 (stereo unspecified)	-5	-8	10	-1	-5	-18	20	4	2	-3	8
c1ccc(CCNc2c3c(nc4ncnn24)CCC3)cc1	3	23	-10	7	1	8	12	1	-7	11	1
Cn1c2c(c(=O)n(C)c1=O)C1(C(=O)Nc3ccccc31)C(C#N)=C(N)O2 (stereo unspecified)	-13	-9	-6	-2	-1	2	0	5	-2	3	-2
O=C(COc1ccccc1C(=O)NCC1CCCO1)Nc1ccc(Br)cc1 (stereo unspecified)	-3	-5	18	-1	5	2	-19	7	14	-6	3
COc1cccc(CNC(=O)Cc2ccc(NC(=O)C3=C(C)OCCS3)cc2)c1	-12	-78	-23	-2	-16	-68	-12	3	-38	-11	2
Cc1cc(/C=C2\SC(N)=NC2=O)c(C)n1-c1ccc(F)cc1	-16	-11	-7	0	-1	-40	-6	0	-31	-5	0
CCC(=O)N1CCC(C)(C(=O)Nc2nccc3ccccc23)C1 (stereo unspecified)	-14	15	-25	3	-5	12	-5	4	1	-17	.
COc1ccc(CNc2ncccc2[N+](=O)[O-])cc1	-18	-37	-21	-5	3	-44	-81	1	-58	-4	4
CC(=O)Nc1c(Br)cc2c(c1Br)C(=O)c1ccccc1-2	-8	16	20	-4	1	-26	-6	7	-4	27	-6
Cc1ccc(-c2nc(-c3cccnc3)sc2CC(=O)Nc2ccc(C)c(Cl)c2)cc1	3	-22	16	-1	-1	13	-48	6	-7	-1	-8
CCOC(=O)COc1c(C=O)cc(Br)cc1OC	-33	-5	0	-11	4	1	17	-4	9	0	10
COc1cccc(C(=O)NCCCNC(=O)c2cccc(OC)c2)c1	11	-5	-8	-1	-12	6	13	0	1	11	1
Cc1ccc(S(=O)(=O)N(C)Cc2ccc(C(=O)N/N=C3\CCCC(=O)C3)cc2)cc1	-10	-11	19	-1	-5	0	4	9	-7	-14	-4
CC(=O)Nc1ccc(-c2noc(-c3csc([C@@H]4C[C@H](O)[C@@H](CO)O4)n3)n2)cc1	-28	-8	-12	-6	-13	-8	-14	6	-10	-6	.
CC(=O)Oc1cc2c(cc1OC(C)=O)C(=O)CCCC2	6	1	4	-10	-5	-42	-5	0	-1	-11	-56
COc1ccc(/C=N/n2c(C)nc3sc(C)c(C)c3c2=O)cc1OC	3	-4	7	-3	-6	-9	10	-1	6	-14	-1
CO[C@H]1CN(C)C(=O)c2ccc(NC(=O)C3CCC3)cc2OC[C@H](C)N(CC2CCCCC2)C[C@@H]1C	-7	-5	16	-6	-1	.	.	8	.	.	.
COc1ccc(CCNC(=O)C2CC(=O)N(c3ccc(C)cc3)C2)cc1OC (stereo unspecified)	-20	10	-7	-5	-7	21	14	-1	-1	7	6
CC(=O)Nc1ccc(S(=O)(=O)N(C)CC(=O)OCC(=O)N2CCCCCC2)cc1	17	14	0	0	0	7	8	2	-4	1	-10
O=C(c1cncc(Br)c1)N1CCN(S(=O)(=O)c2ccccc2C(F)(F)F)CC1	-11	12	18	-2	-5	-10	3	7	-5	21	-7
O=C(c1c(F)cccc1F)N1CCN(c2ncccn2)CC1	14	11	12	-4	-8	0	13	4	19	-20	2
CO/N=C(/CS(=O)(=O)c1ccc(Br)cc1)c1ccc(OC)cc1	-16	-5	10	-6	-10	-7	-3	-3	9	7	5
CC(C)(C(=O)c1ccccc1)/[N+]([O-])=C/c1ccc(Br)cc1	.	0	.	-2	1	-31	-3	2	-19	9	-10
O=C(NCc1ccco1)c1cc(NS(=O)(=O)c2cccc([N+](=O)[O-])c2)ccc1O	5	5	-14	-8	-12	-4	13	3	-24	16	0
CS(=O)(=O)N(Cc1ccccc1)c1ccc(C(=O)N2CCc3ccccc3C2)cc1	-2	3	-8	47	-4	-4	-3	8	15	0	-6
CNc1nc(NCCOc2ccccc2Cl)c2sccc2n1	9	-9	31	-5	-17	7	2	8	2	-1	.
Cc1ccc(/C=C2\SC(=S)N(CCC(=O)NNC(=O)c3ccc(O)cc3)C2=O)cc1	-4	1	-3	-1	-9	-23	1	-4	-24	-33	-6
COc1cc(CNn2nnnc2N)ccc1OCc1c(Cl)cccc1Cl	8	13	-12	-2	-9	-28	-17	-2	19	17	-8
NC(=S)NC(c1ccccc1)c1ccncc1 (stereo unspecified)	4	19	8	2	-8	-12	18	9	4	6	2
CC(=O)Nc1cccc(OC(=O)c2ccoc2C)c1	-20	23	7	0	-3	-1	0	-6	10	-13	-1
Cc1ccc(-n2c(C)cc(/C=N/NC(=O)c3ccncc3)c2C)cc1	6	-3	-6	10	3	-1	1	4	-11	-18	2
COc1ccc(N2CCN(CC(=O)Nc3ncc(C)s3)CC2)cc1	-10	15	15	-4	-21	-22	-11	-5	0	-11	-8
Cc1cc(C)cc(C(=O)N2CCN(Cc3ccc4c(c3)OCO4)CC2)c1	6	3	6	2	-11	3	2	0	7	-19	-15
Cc1c(CN2CCC(CO)(CCOc3ccccc3)CC2)[nH]c2c(Cl)cccc12	6	-1	-19	92*	0	14	-3	20	16	14	-2
CCOc1ccc(NC(=O)COC(=O)CC2CCCCC2)cc1	-1	45	-19	6	-5	-12	-7	-4	15	0	3
Nc1cc(=O)[nH]c(SCC(=O)Nc2ccc(Br)cc2)n1	5	7	-5	-3	-14	-33	-3	2	-7	-7	-14
O=C(Cc1ccc(F)cc1)N(c1ccc(F)cc1)C1C=CS(=O)(=O)C1 (stereo unspecified)	-8	12	30	-1	6	10	10	5	-27	7	1
O=C(NCc1ccccc1)C1C(c2ccc3c(c2)OCO3)=Nc2ccccc2N1C(=O)c1ccco1 (stereo unspecified)	-66	-12	-4	-1	-3	.	.	3	.	.	.
COc1ccc(N(CC(=O)NC2CCCCC2)S(=O)(=O)c2cccs2)cc1	-28	-11	-14	-1	4	-2	9	3	4	11	0
COc1cccc(CNC(=O)C(=O)NCCC2CCCCN2S(=O)(=O)c2ccc(C)cc2)c1 (stereo unspecified)	12	23	-15	-3	-5	-6	16	-5	22	7	2
COC(=O)c1ccc(C(=O)OC)c(NC(=O)CSCc2ccc(Br)cc2)c1	-20	-6	12	0	-3	-11	14	-4	2	3	-8
COc1ccc(C(O)(CCc2ccccc2)CCN2CCCCC2)cc1 (stereo unspecified)	-6	21	9	0	-8	-13	4	-2	21	17	.
CN1CCN(C(=O)Nc2ccccc2CC[N+](=O)[O-])CC1	1	20	-23	4	-6	-5	-5	2	10	29	14
O=c1c2ccccc2nnn1CSc1nnc(C2COc3ccccc3O2)n1-c1ccccc1 (stereo unspecified)	-32	0	1	32	11	3	-2	3	-26	3	-2
CCOC(=O)Nc1nc(-c2ccccc2)c(C(=O)c2ccc(Cl)cc2)s1	30	28	-38	9	3	10	-6	-3	0	-18	4
O=C(O)CCNC(=O)OCC1c2ccccc2-c2ccccc21	-8	9	7	-14	-7	8	3	2	-4	10	-7
COc1ccccc1/C=C/C=N/NC(=O)c1cccs1	-51	-165	-30	17	-2	-85	-89	0	-65	-40	-2
COc1ccc(N2C(=O)C(F)(F)C2c2ccccc2F)cc1 (stereo unspecified)	6	3	-12	-3	-14	-1	-4	-2	8	-13	8
CCOC(=O)CSc1c(-c2ccc(Cl)cc2)[nH]c2ccccc12	-29	-13	-10	1	-9	-8	-22	-13	-27	4	0
CC(C)=C1C(=O)NN(c2ccc(F)c(Cl)c2)C1=O	1	5	1	-2	5	-21	27	-4	-20	5	-2
CC1CCCCN1C(=S)NC(=O)c1ccccc1 (stereo unspecified)	-18	2	2	-2	-6	-14	2	-2	8	3	-12
COc1cccc(-n2cnnc2SCC(=O)NC2CC2)c1	6	21	9	-1	12	-8	-14	5	-17	6	6
CC(=O)c1cccc(NC(=O)CSCc2ccccc2)c1	-17	-50	-17	-1	-7	-33	-30	3	-44	6	-8
CC(C)C1C(C#N)=C(N)Oc2n[nH]c(-c3ccccc3)c21 (stereo unspecified)	-8	9	5	12	-8	-6	16	-6	10	14	-1

Structures shown so far containing four or more nitrogen atoms, in the order listed:
SMILES	NCOA2 inhibitor	LRH-1 inv ag	COUP-TFII inh	Exocytosis inh	NOD2-RIPK2 inh	SRC1 inh	TROY NFkB inh	ABHD5-PLIN5 inh	NCOA3 inh	TWEAK-Fn14 inh	TLR9-MyD88 inh
c1ccc(CCNc2c3c(nc4ncnn24)CCC3)cc1	3	23	-10	7	1	8	12	1	-7	11	1
Cn1c2c(c(=O)n(C)c1=O)C1(C(=O)Nc3ccccc31)C(C#N)=C(N)O2 (stereo unspecified)	-13	-9	-6	-2	-1	2	0	5	-2	3	-2
CC(=O)Nc1ccc(-c2noc(-c3csc([C@@H]4C[C@H](O)[C@@H](CO)O4)n3)n2)cc1	-28	-8	-12	-6	-13	-8	-14	6	-10	-6	.
O=C(c1c(F)cccc1F)N1CCN(c2ncccn2)CC1	14	11	12	-4	-8	0	13	4	19	-20	2
CNc1nc(NCCOc2ccccc2Cl)c2sccc2n1	9	-9	31	-5	-17	7	2	8	2	-1	.
COc1cc(CNn2nnnc2N)ccc1OCc1c(Cl)cccc1Cl	8	13	-12	-2	-9	-28	-17	-2	19	17	-8
Cc1ccc(-n2c(C)cc(/C=N/NC(=O)c3ccncc3)c2C)cc1	6	-3	-6	10	3	-1	1	4	-11	-18	2
COc1ccc(N2CCN(CC(=O)Nc3ncc(C)s3)CC2)cc1	-10	15	15	-4	-21	-22	-11	-5	0	-11	-8
Nc1cc(=O)[nH]c(SCC(=O)Nc2ccc(Br)cc2)n1	5	7	-5	-3	-14	-33	-3	2	-7	-7	-14
CN1CCN(C(=O)Nc2ccccc2CC[N+](=O)[O-])CC1	1	20	-23	4	-6	-5	-5	2	10	29	14
O=c1c2ccccc2nnn1CSc1nnc(C2COc3ccccc3O2)n1-c1ccccc1 (stereo unspecified)	-32	0	1	32	11	3	-2	3	-26	3	-2
COc1cccc(-n2cnnc2SCC(=O)NC2CC2)c1	6	21	9	-1	12	-8	-14	5	-17	6	6
CC(C)C1C(C#N)=C(N)Oc2n[nH]c(-c3ccccc3)c21 (stereo unspecified)	-8	9	5	12	-8	-6	16	-6	10	14	-1
